NTR1 agonist: agonists of NTR1, primary screen, imaging, U2OS cells, beta-arrestin-GFP, high content (AID 493036); P30989; NTR1-U2OS beta-arrestin-GFP spot imaging, agonist mode; activation, % at 20 µM; 330,000 tested, 0.17% active;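 active = activation at or above 40% of the spot to cytoplasm intensity ratio, with at least 20 cells analyzed; inconclusive = wells under 20 cells, flagged as cytotoxic or low count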;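 also: 0% = DMSO without peptide and 100% = 100 nM NTR1 peptide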
Target sequence (P30989 whole entry, looked up): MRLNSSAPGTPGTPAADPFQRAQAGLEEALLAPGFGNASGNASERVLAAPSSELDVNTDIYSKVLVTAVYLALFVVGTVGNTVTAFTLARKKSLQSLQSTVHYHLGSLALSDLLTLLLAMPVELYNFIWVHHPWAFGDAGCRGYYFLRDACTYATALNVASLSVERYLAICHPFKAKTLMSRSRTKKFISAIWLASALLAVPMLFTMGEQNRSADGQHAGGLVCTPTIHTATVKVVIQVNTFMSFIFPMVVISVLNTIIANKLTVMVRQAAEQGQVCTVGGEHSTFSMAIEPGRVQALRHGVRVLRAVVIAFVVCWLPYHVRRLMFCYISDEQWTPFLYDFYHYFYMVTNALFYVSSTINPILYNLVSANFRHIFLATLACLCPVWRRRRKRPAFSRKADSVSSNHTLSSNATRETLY
PhoP inhibition: PhoP-dependent GFP reporter repression – Salmonella Typhimurium, primary screen (AID 1863); S. Typhimurium PhoP-regulated promoter GFP reporter, 4 h; higher % means a stronger effect; one-dose inhibition, % at 50 µM; IC50 in µM for titrated hits; 300,000 tested, 0.16% active;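 active = inhibition over 29.93%, a cutoff 3 SD above the screen mean, later confirmed by dose response; inconclusive = inhibition over 29.93% but no dose response follow-up; inactive = inhibition at most 29.93% or unconfirmed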;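 also: 0% = low Mg2+ inducing control and 100% = high Mg2+ repressing control; strong numbers were not always called active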
RSV CPE inhibition: inhibition of RSV-induced cytopathic effect – HEp-2 cells, primary 10 µM value included (AID 2391); CPE inhibition, % at 10 µM; hits with a dose series show IC50 in µM; HEp-2 cells, RSV-induced CPE inhibition; higher % means a stronger effect; 310,000 tested, 0.13% active; in the data active = a potency from the dose series; inconclusive = CPE inhibition mostly from about 23% at the one dose, without a potency; inactive = the rest, 99 in 100 with CPE inhibition below about 21%; also: strong numbers were not always called active
SV40 large T antigen: TAg ATPase/helicase activity blockers – biochemical (AID 1903) | inhibition, % at 20 µM, or IC50 in µM where a hit was titrated | 310,000 tested, 0.39% active | SV40 large T antigen ATPase/helicase inhibition assay; higher % means a stronger effect; in the data active = a potency from the dose series; inconclusive = inhibition mostly from about 32% at the one dose, without a potency; inactive = the rest, 99 in 100 with inhibition below about 32%; also: strong numbers were not always called active
T cell modulator: modulates CD8 T cell binding to vesicles; 2C CD8+ T cell-vesicle binding, flow cytometry; hits give low values; calls only at 7 µM; 330,000 tested, 0.068% active; AID 2052;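 active = response, share of CD8 T cells binding vesicles, and their 90th percentile fluorescence all below set limits, cut at about 80% in these data, passing the limit was not always enough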
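Test system: purified 2C TCR transgenic mouse naive CD8+ T cells. Probe or stimulus: QL9-peptide-loaded Drosophila micro-vesicles bearing Ld, ICAM-1 and B7-1. Incubation: binding step 1.5 h, 37 °C, antibody labelling 20 min, ice. Measured by: flow cytometry of vesicle-bound cells.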
MgcRacGAP inhibition: MgcRacGAP GTPase-activating activity inhibitors, confirmation, biochemical, ADP Hunter fluorescence; MgcRacGAP-stimulated Rac1 GTP hydrolysis, ADP Hunter fluorescence; higher % means a stronger effect; GST-tagged Rac1 F28L mutant substrate; inhibition, % at 30 µM; hits with a dose series show IC50 in µM; 340,000 tested, 0.6% active; AID 624330;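 active = first-screen hits whose inhibition reached a set limit at any dose in the follow-up dose series; inconclusive = inhibition above the set first-screen limit but never retested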;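 also: fluorescence reports GDP produced by GAP-driven GTP hydrolysis; strong numbers were not always called active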
Myeloid diff MLP: myeloid differentiation induction. 360,000 tested, 1% active. calls only at 10 µM. ER-HoxA9 myeloid progenitors, lysozyme-GFP differentiation, flow cytometry;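 active = normalized GFP-positive differentiation at or above the plate's own cutoff, the solvent-only control mean plus 3 SD; inconclusive = no clear call, values can overlap the other calls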;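 also: cells exposed to compound for four days before flow analysis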
UTI89 phage lysis: protection from phage-mediated lysis, alamar blue read-out – E. coli UTI89, K1F phage, bacterial capsule biogenesis inhibitors (AID 488966); 340,000 tested, 0.02% active; inhibition, % at 100 µM; hits with a dose series show IC50 in µM; E. coli UTI89 K1F phage lysis, alamar blue, 2 h; higher % means a stronger effect;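 active = phage lysis inhibition, versus mean bacterial control, above a set limit; inconclusive = no clear call, values can overlap the other calls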;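 also: capsule biogenesis inhibitors block K1F phage lysis so surviving cells raise fluorescence; higher fluorescence means more inhibition of phage lysis; actives were called in the ten point dose series up to 300 µM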
TNAP activators: human TNAP enzyme activators, primary screen, biochemical, luminescent, no phosphate acceptor, uHTS (AID 1001); activation fold at 20 µM, or EC50 in µM where a hit was titrated; 200,000 tested, 0.03% active; purified TNAP, luminescent activation assay, no phosphate acceptor; higher activation fold means a stronger effect; in the data active = activation fold from about 3, or a potency from the dose series; inactive = the rest, 99 in 100 with activation fold below about 1.6; also: many of its hits are not listed in these tables
T cell modulator vesicle-bound %: further read-out of T cell modulator, marked with its call; double positive events, %; measured here: CD8+ vesicle-bound cell fraction;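 binding gate set so that unloaded-vesicle control wells show 10% double positive cells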
NTR1 agonist cell count 20 µM: further read-out of NTR1 agonist, marked with its call; cell count; measured here: cell count, cytotoxicity flag
Myeloid diff MLP GFP+ MAC1+ %: second read-out of Myeloid diff MLP, no call of its own (marks repeat the call); GFP+ MAC1+ double positive, %; measured here: differentiation confirmed by MAC1 staining
An asterisk follows results filed as active; i = inactive; ? = inconclusive; · = not tested or not shown; [ ] = another dose, or the depositor's remark.

The opening 4 records, to show the layout:
SMILES	NTR1 agonist	NTR1 agonist cell count 20 µM	PhoP inhibition	RSV CPE inhibition	SV40 large T antigen	T cell modulator	T cell modulator vesicle-bound %	MgcRacGAP inhibition	Myeloid diff MLP	Myeloid diff MLP GFP+ MAC1+ %	UTI89 phage lysis	TNAP activators
O=c1c(-c2ccc(F)cc2)coc2c3c(ccc12)OCCO3	1.5	54	-2%	13%	4%	i	9	-3%	i	4.8	-0.4%	1.1
CCOC(=O)Oc1ccc2c(=O)c(Oc3cc(C)cc(C)c3)coc2c1	2.6	73	2%	4.0%	0%	i	44	2%	i	10	0.7%	1
N#CCC(=N)N1CCN(c2ccccc2)CC1	-0.7	56	-5%	0.6%	1%	i	53	7%	i	1.0	0.0%	1.1
O=c1c2c3c(sc2ncn1/N=C/c1ccccc1)CCCC3	7.9	25	1%	0.7%	24%	i	46	8%	i	0.5	0.5%	1

This part in full, from the first entry:
SMILES	NTR1 agonist	NTR1 agonist cell count 20 µM	PhoP inhibition	RSV CPE inhibition	SV40 large T antigen	T cell modulator	T cell modulator vesicle-bound %	MgcRacGAP inhibition	Myeloid diff MLP	Myeloid diff MLP GFP+ MAC1+ %	UTI89 phage lysis	TNAP activators
O=c1c(-c2ccc(F)cc2)coc2c3c(ccc12)OCCO3	1.5	54	-2%	13%	4%	i	9	-3%	i	4.8	-0.4%	1.1
CCOC(=O)Oc1ccc2c(=O)c(Oc3cc(C)cc(C)c3)coc2c1	2.6	73	2%	4.0%	0%	i	44	2%	i	10	0.7%	1
N#CCC(=N)N1CCN(c2ccccc2)CC1	-0.7	56	-5%	0.6%	1%	i	53	7%	i	1.0	0.0%	1.1
O=c1c2c3c(sc2ncn1/N=C/c1ccccc1)CCCC3	7.9	25	1%	0.7%	24%	i	46	8%	i	0.5	0.5%	1
Cc1cc(C(=O)NCC(=O)Nc2c(C)cccc2C)c2ccccc2n1	-1.4	54	·	2.3%	·	i	39	2%	i	1.4	0.6%[50 µM]	·
CN(CCCC(=O)NC1CC(C)(C)NC(C)(C)C1)S(=O)(=O)c1ccc([N+](=O)[O-])cc1	0.0	47	-3%	-0.1%	4%	i	25	6%	i	0.3	0.3%	1.1
Cc1cccc(C(=O)Nc2nsc(N)n2)c1	0.6	71	4%	2.2%	8%	i	29	4%	i	1.3	1.1%	·
COC(=O)c1sccc1NC(=O)c1ccnn1C	0.6	65	3%	0.4%	0%	i	18	5%	i	0.4	1.9%[50 µM]	·
COc1ccc2c(c1)C(=NNc1ccc(C(=O)O)cc1)c1cc(OC)ccc1-2	5.5	92	-1%	11µM*	15%	i	42	9%	i	0.5	0.2%	·
COc1ccc(C)cc1-n1nnnc1SCn1nnc2ccccc2c1=O	-0.2	95	-4%	6.9%	3%	i	29	1%	i	1.5	0.3%	0.9
COc1ccc(Nc2nc(N3CCCCC3)nc3ccccc23)c(OC)c1	9.7	80	6%	?	21%	i	53	3%	i	0.6	-0.9%	1
Cc1cccc(N2CC(C(=O)Nc3nnc(SCc4ccccn4)s3)CC2=O)c1 (stereo not given)	-1.3	51	-2%	3.8%	10%	i	62	10%	i	1.6	0.0%	·
Cc1nc2c(C)cccc2cc1C(=O)N/N=C/c1cccc([N+](=O)[O-])c1	5.4	71	-9%	1.1%	21%	i	1	4%	i	0.8	1.5%[50 µM]	1.1
COc1ccc2cc(CN(CCc3ccccc3)Cc3nnnn3CC3CCCO3)c(=O)[nH]c2c1 (stereo not given)	-0.5	40	-1%	-0.3%	6%	i	10	8%	i	2.2	-3.2%	1
CC(C)(C)NCCOCCOc1ccc(Cl)cc1C(C)(C)C	-2.1	93	6%	-0.3%	3%	i	57	26%	i	0.5	-0.1%	1.1
Cc1cc(C)nc(NS(=O)(=O)c2ccc(NC(=O)c3cccc(N4C(=O)CCC4=O)c3)cc2)n1	2.1	53	2%	0.8%	8%	i	3	-6%	i	1.0	2.5%	1.1
COc1ccc(NC(=O)OCCn2c([N+](=O)[O-])cnc2C)cc1	3.2	81	0%	2.1%	25%	i	54	9%	i	0.8	0.3%	1.1
Cc1cc(C(F)F)n2ncc(C(=O)N3CCc4ccccc4C3)c2n1	0.9	46	9%	0.1%	3%	i	60	10%	i	0.7	0.3%	1.1
Cc1ccc(S(=O)(=O)CCc2ccccn2)cc1	-0.1	68	-1%	0.8%	2%	i	32	3%	i	0.3	0.1%	1.1
CC1(c2nnc(-c3cccc(Cl)c3)o2)CC(c2cccc(F)c2)=NO1 (stereo not given)	1.0	60	·	2.7%	0%	·	·	12%	i	0.6	1.5%	·
CCOc1c(S(=O)(=O)N2CCCC2)ccc(Cl)c1Cl	1.9	69	4%	20%	-4%	i	26	-2%	i	0.7	0.1%	1
COc1ccc(OC)c(NC(=O)CCNC(=O)Cn2cnc3ccccc3c2=O)c1	-1.1	50	-4%	0.4%	0%	i	21	4%	i	1.0	1.3%	1.1
CCN(C[C@H]1N[C@@](CC)(C(=O)OC)[C@H]2C(=O)N(Cc3ccccc3)C(=O)[C@@H]12)C(C)=O	1.5	38	·	·	·	i	15	7%	i	1.4	0.3%	·
COc1cccc(-c2nnc(SCCC(=O)O)n2C)c1	-2.0	55	6%	-0.8%	6%	i	25	7%	i	1.1	5.3%	1
Nc1nc(-c2ccc(Oc3ccccc3)cc2)cs1	3.6	79	15%	11%	8%	i	15	13%	i	0.8	0.1%	·
SMILES	NTR1 agonist	NTR1 agonist cell count 20 µM	PhoP inhibition	RSV CPE inhibition	SV40 large T antigen	T cell modulator	T cell modulator vesicle-bound %	MgcRacGAP inhibition	Myeloid diff MLP	Myeloid diff MLP GFP+ MAC1+ %	UTI89 phage lysis	TNAP activators
CC1CCCC(C)N1NC(=O)c1cccc(S(=O)(=O)N2CCc3ccccc32)c1 (stereo not given)	-2.0	23	0%	5.6%	5%	i	48	4%	i	0.3	0.6%	1.1
Cc1ccc(NC(=O)CCc2nc3sc4c(c3c(=O)[nH]2)CCCC4)c(Br)c1	-0.5	48	-2%	-2.3%	15%	i	10	4%	i	0.5	0.7%[50 µM]	·
C=CCNC(=S)N1CCc2c([nH]c3ccccc23)C1C (stereo not given)	-1.0	64	-3%	-0.3%	7%	i	38	4%	i	0.9	0.0%	0.9
Cn1c(SCCOc2ccccc2Cl)nnc1-c1ccncc1	-0.7	53	0%	4.5%	4%	i	37	4%	i	6.4	0.5%	1.1
CNc1nc(SCC(=O)OC)nc(N2CCOCC2)n1	-2.1	83	2%	-0.2%	-13%	i	53	2%	i	1.8	0.6%	1.1
CCOC(=O)C1C(C(=O)OC)=C(C(=O)OC)c2ccccc2N1S(=O)(=O)C(F)(F)F (stereo not given)	1.9	78	·	·	·	·	·	11%	i	0.2	-0.1%	·
COCc1cc(=O)n2[nH]c(-c3cccc(Br)c3)cc2n1	-0.7	40	-10%	1.7%	6%	i	55	11%	i	0.6	0.1%	1
Cc1nc2ccc(S(=O)(=O)Nc3cccc(-c4nc5cccnc5s4)c3C)cc2s1	0.3	93	-6%	1.8%	13%	i	50	17%	i	3.6	2.6%	1
CCOc1ccc(NC(=O)N2CCC(n3c(=O)[nH]c4ccccc43)CC2)cc1	-1.3	46	1%	0.4%	10%	i	48	4%	i	2.2	6.0%	1.1
CCC(OC(=O)c1cc2sccc2n1C)C(=O)NCc1ccco1 (stereo not given)	0.2	40	-2%	5.4%	7%	i	22	-2%	i	0.9	4.4%	1.1
OCCOCCOc1ccc(-c2nn[nH]n2)cc1	-0.2	31	9%	2.7%	-1%	i	2	3%	i	0.3	-0.3%	1.1
COc1cccc(-c2noc(CCCC(=O)Nc3ccc(C(N)=O)cc3)n2)c1	2.2	57	-6%	-0.4%	8%	i	38	9%	i	0.4	3.1%[50 µM]	1.1
O=C1CCc2cc(S(=O)(=O)NCCc3ccccc3)cc3c2N1CC3	-0.1	72	-1%	0.2%	12%	i	39	-3%	i	0.6	1.6%[50 µM]	·
O=C1C2=C(CCCC2)C(=O)N1CNc1ccccc1	-0.1	53	-11%	·	7%	i	43	9%	i	0.0	-0.6%	·
O=C(CSc1nccn1-c1ccccc1)N1CCc2ccccc21	-0.4	61	-7%	2.8%	9%	i	31	4%	i	2.2	-0.1%	1.2
CCCCN1C(=O)C(=O)N(CC(=O)c2cc(C)n(C3CC3)c2C)C1=O	-1.1	36	·	0.5%	·	i	27	5%	i	0.2	1.1%[50 µM]	·
CCOC(=O)c1c(/N=C/c2cccc([N+](=O)[O-])c2O)sc(C)c1C	-0.6	76	9%	1.7%	7%	i	10	13%	i	0.9	0.0%	0.9
Cc1ccc2c(c1)C(=O)CC(c1ccc3c(c1)OCCO3)O2 (stereo not given)	1.9	39	7%	0.4%	2%	i	37	9%	·	·	0.8%	·
CCCCOc1ccc(CN2CCCCC2)cc1	-0.5	60	0%	-2.7%	3%	i	12	-2%	i	11	0.2%	1
CN(C)S(=O)(=O)c1c(Cl)cccc1Cl	0.0	74	15%	-1.1%	22%	i	8	6%	i	1.2	3.9%	1.1
COC(=O)CCCCCN1C(=O)NC(c2ccc(-c3ccccc3)cc2)C(C(=O)OCc2ccccc2)=C1C (stereo not given)	3.5	105	-6%	0.8%	2%	·	·	·	·	·	·	1.1
CNCCCOc1cc(C)cc(C)c1C	0.0	91	3%	-0.7%	-3%	i	63	26%	i	0.0	-0.2%	1.1
Cc1cc(N2CCN(S(=O)(=O)c3ccc(Br)cc3)CC2)n2ncnc2n1	0.2	62	4%	1.3%	-15%	i	22	4%	i	1.1	0.3%	1.1
Cc1ccc(-c2c(C(=O)N/N=C/c3sccc3C)nnn2-c2nonc2N)cc1	2.8	54	4%	4.4%	3%	i	8	12%	i	1.0	0.5%	·
CCCCOP(=O)(OCCCC)C1(NS(=O)(=O)c2ccccc2)C=CC(=O)c2ccccc21 (stereo not given)	7.8	51	2%	5.0%	29%	i	40	-4%	i	1.1	-0.7%	1
COc1ccc(N(CCCN2C(=O)c3cccc4cccc(c34)C2=O)C(=O)c2cccnc2)cc1	1.5	45	7%	5.9%	5%	i	56	0%	i	0.0	-0.1%	0.9

Source: PubChem BioAssay
